MPTP inh: permeability transition pore inhibition | AID 602449 | hit rate 1.4% among 360,000 | inhibition, % at 10 µM | isolated mouse mitochondria, Ca2+ swelling absorbance, 30 min;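 active = inhibition of 50% or more, scaled per plate between neutral and stimulator controls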;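 note: 0% = DMSO wells given calcium and 100% = 1 mM EGTA wells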
SENP8 inh: SENP8 (human) protease inhibition | inhibition, % at 20 µM | hit rate 0.64% among 360,000 | recombinant SENP8, Nedd8 substrate fluorescence | Q96LD8; in the data active = inhibition mostly above about 40%, no sharp cut-off; inactive = mostly below about 27%
SENP7 block: SENP7 protease inhibition; Q9BQF6; recombinant SENP7, Z-RLRGG-aminoluciferin luminescence, 40 min; inhibition, % at 5 µM; hit rate 1.5% among 330,000;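 active = inhibition above about 50% at the single test dose, limit read from the data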;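 note: plate controls were DMSO with enzyme for no effect and no enzyme buffer wells for full effect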
NR3A LBD binder: modulators (binders) of human NR3A ligand-binding domain. NR3A LBD differential scanning fluorimetry, Tm shift; 0% = protein alone, 100% = glycine-bound protein. hit rate 2.5% among 340,000. Tm shift relative to glycine control, % at 25 µM;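 active = melting temperature shift of at least 10% of the positive control shift, at one fixed dose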
HKDC1 inhibitor: inhibitors of human hexokinase HKDC1; Q2TB90; recombinant HKDC1, G6PDH/diaphorase resazurin coupled fluorescence; inhibition, % at 20 µM; hit rate 0.16% among 340,000;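 active = inhibition above about 35% when tested at 20 µM, limit read from the data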;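 note: plate controls were DMSO wells with enzyme for no effect and DMSO wells lacking enzyme for full effect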
Target sequence (Q2TB90 whole entry, looked up): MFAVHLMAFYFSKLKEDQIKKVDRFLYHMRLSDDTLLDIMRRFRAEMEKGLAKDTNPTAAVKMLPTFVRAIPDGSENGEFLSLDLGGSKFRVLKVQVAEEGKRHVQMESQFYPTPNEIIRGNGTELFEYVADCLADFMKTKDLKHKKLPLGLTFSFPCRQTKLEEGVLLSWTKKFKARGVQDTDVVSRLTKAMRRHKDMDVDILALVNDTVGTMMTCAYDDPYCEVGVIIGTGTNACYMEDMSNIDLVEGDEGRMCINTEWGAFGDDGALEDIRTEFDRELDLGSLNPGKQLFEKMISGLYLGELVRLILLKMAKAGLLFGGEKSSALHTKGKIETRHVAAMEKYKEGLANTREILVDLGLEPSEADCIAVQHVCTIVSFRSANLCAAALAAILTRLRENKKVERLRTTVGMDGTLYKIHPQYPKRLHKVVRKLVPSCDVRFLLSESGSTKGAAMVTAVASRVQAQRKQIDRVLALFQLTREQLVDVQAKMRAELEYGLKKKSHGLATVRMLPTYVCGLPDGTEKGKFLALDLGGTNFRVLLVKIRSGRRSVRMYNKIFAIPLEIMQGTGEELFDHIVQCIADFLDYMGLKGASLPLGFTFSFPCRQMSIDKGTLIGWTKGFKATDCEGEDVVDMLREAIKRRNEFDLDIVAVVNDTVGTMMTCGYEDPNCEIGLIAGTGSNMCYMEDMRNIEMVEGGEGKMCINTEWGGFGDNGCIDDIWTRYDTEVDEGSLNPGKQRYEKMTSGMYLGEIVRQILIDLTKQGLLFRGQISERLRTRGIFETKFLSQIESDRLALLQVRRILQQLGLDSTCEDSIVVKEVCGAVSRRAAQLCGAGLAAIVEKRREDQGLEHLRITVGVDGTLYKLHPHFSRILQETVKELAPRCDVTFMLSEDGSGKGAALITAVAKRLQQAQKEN
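Test system: recombinant HKDC1 (HK5) hexokinase enzyme, produced in-house / Doses: 20 µM test compound, 1% DMSO / Timing: 90 min, room temperature / Detection: G6PDH/diaphorase-coupled fluorescence, 1 mM NADP, 100 µM resazurin, 525/613 nm / Control set: DMSO wells with and without enzyme mix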
ATG4B inhibitor: inhibitors of human ATG4B cysteine protease | Q9Y4P1 | ATG4B cleavage of LC3-PLA2, NBD-HPC fluorescence, 1 h | inhibition, % at 8.33 µM | hit rate 0.51% among 340,000; in the data active = inhibition above about 40%
PfG6PD inh: PfG6PD (Plasmodium falciparum) enzyme inhibition | PfGluPho enzyme, NADPH resazurin-diaphorase fluorescence | inhibition, % at 20 µM | hit rate 0.78% among 350,000;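 active = inhibition reaching at least a set limit at 20 µM in the primary screen, cut at about 59% in these data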;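 note: 0% = DMSO wells with substrate and 100% = DMSO wells lacking glucose-6-phosphate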
SENP6 inh: inhibitors of human SENP6 protease | Q9GZR1 | Recombinant SENP6 catalytic domain, aminoluciferin luminescence | inhibition, % at 10 µM | hit rate 1.8% among 330,000 | AID 2599;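 active = inhibition above about 50% at the single tested dose, limit read from the data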;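 note: plate controls were DMSO wells with enzyme for no effect and DMSO wells lacking enzyme for full effect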
The depositor's hits bear a star; i = inactive; / = no result given. Outcome played no part in choosing rows, and some 6.9% of all compounds hit somewhere here.

compound | MPTP inh | SENP8 inh | SENP7 block | NR3A LBD binder | HKDC1 inhibitor | ATG4B inhibitor | PfG6PD inh | SENP6 inh
O=C(COC(=O)Cc1ccc(Cl)cc1)Nc1ccccc1-c1ccccc1 | -0.4 | 8 | 0 | -3 | -7 | 15 | 14 | -10
CCN(CCn1cccn1)C(=O)CC1C(=O)NCCN1Cc1ccc(F)c(F)c1 (centres undefined) | -0.9 | -28 | -1 | -1 | -6 | 6 | 4 | -14
COc1ccccc1Oc1ccc(Oc2ccccc2OC)cc1 | 0.3 | -8 | 3 | -3 | -3 | -3 | 6 | -36
Cn1c(=O)c2c(Nc3ccc(F)cc3)cc(=O)n(-c3ccccc3)c2n(C)c1=O | 1.5 | -1 | 0 | 2 | -4 | 5 | -23 | -16
COc1ccc(C2=NOC3(CC(=O)N(c4ccc(Cl)cc4)C3=O)C2)c(OC)c1 (centres undefined) | -0.9 | 8 | 8 | -28 | -5 | -8 | 1 | -8
CCC(c1nc2ccccc2c(=O)n1-c1nc2ccccc2s1)N1C(=O)c2ccccc2C1=O (centres undefined) | -1.8 | 6 | -1 | 1 | -6 | 1 | 10 | -25
COc1ccc(S(=O)(=O)N2CCCN(CC(=O)Nc3ccc4c(c3)OCO4)CC2)cc1 | 0.0 | 8 | -7 | 2 | 2 | -3 | -10 | -10
O=C1COCCOCCOCCOCC(=O)NCCN1 | -0.3 | 10 | 5 | -1 | 3 | -3 | 11 | 8
O=c1[nH]c(C2CCCN(S(=O)(=O)c3ccccc3Cl)C2)nc2c1nnn2Cc1ccc2c(c1)OCCO2 (centres undefined) | -2.5 | 17 | -16 | -5 | 10 | 9 | -14 | 8
CCN(CC)c1ccc(-c2n[nH]c(=S)n2-c2ccccc2C)cc1 | -2.3 | -398 | 14 | -1 | -8 | -4 | 39 | -4
COc1ccc(CCNC(=O)Cc2nn(C)c(=O)c3ccccc23)cc1OC | 0.1 | 22 | 4 | -4 | 1 | 9 | -3 | 2
Cc1cc(C)c2oc(=O)cc(CN3CCN(Cc4ccccc4)CC3)c2c1 | -1.1 | -7 | 3 | 1 | 0 | 2 | -7 | -15
c1ccc(CNCCCNCCCCNCCCNCc2ccccc2)cc1 | 84* | 18 | / | 1 | -10 | 2 | -9 | /
CC(CCc1ccccc1)NC(=O)c1cccnc1 (centres undefined) | -0.7 | 14 | 1 | 0 | -1 | -12 | 3 | -2
Cc1cc(=O)n2nc(N3CCCC(C(=O)NC4CCC(C)CC4)C3)sc2n1 (centres undefined) | 2.1 | 2 | -17 | -1 | -4 | -3 | -10 | -13
CN(C(=O)COC(=O)/C=C/c1ccc(C(F)(F)F)cc1)C1CCS(=O)(=O)C1 (centres undefined) | 1.1 | 2 | 2 | 0 | -6 | -8 | 4 | -10
COc1ccc(NC(=O)CSc2nnc3ccc(-c4cccnc4)nn23)cc1OC | -0.3 | 6 | 1 | 1 | -1 | 2 | -1 | 3
CN(C)c1ccc(C(=S)N2CCCCC2)cc1 | -1.3 | 15 | 1 | 2 | -3 | 4 | -38 | -1
COc1ccc(Nc2nnc(SCC(=O)c3cc(C)n(CC4CCCO4)c3C)s2)cc1 (centres undefined) | -1.4 | 10 | -8 | -4 | 10 | -13 | 18 | -11
COC(=O)Cc1c(O)ccn(Cc2ccc(Cl)c(Cl)c2)c1=O | -4.0 | -1 | -2 | 1 | 9 | -3 | -4 | 1
O=C(Nc1ncccn1)C1CCCN1S(=O)(=O)c1ccc(Cl)c(Cl)c1 (centres undefined) | -0.3 | 18 | 6 | 4 | 16 | 1 | 6 | -10
COc1ccccc1N1CC(C(=O)Nc2nnc(SC)s2)CC1=O (centres undefined) | -2.2 | -2 | 0 | 3 | -1 | 0 | -1 | -9
O=C(Cc1ccccc1)NCC(=O)N1CCC1 | -0.4 | 4 | 2 | -1 | -13 | -2 | -24 | -2
CCCC12CN3CCN(CC(C3)/C1=N\NC(=O)Nc1ccccc1)C2 | 17 | 16 | 12 | -7 | 7 | 0 | -11 | -2
CCn1cc(C(=O)C(F)(F)F)c2ccccc21 | 2.2 | 3 | 1 | -1 | -7 | -1 | 17 | -2
CCOc1ccc(C(C)=O)cc1COC(=O)c1ccc2c(c1)NC(=O)CS2 | -0.1 | -2 | 4 | -4 | 2 | -2 | 30 | 0
O=C(Cc1csc(Nc2nc(=S)[nH]c3ccccc23)n1)NCCCN1CCN(c2cccc(Cl)c2)CC1 | -0.3 | -31 | 7 | -2 | -1 | -16 | 6 | 2
O=C1NC2(CCCCC2)C(=O)N1CC(=O)N1CCc2ccccc21 | 0.3 | 10 | 6 | -1 | -4 | 4 | -20 | 3
NC(=O)COc1ccccc1C(=O)O | 0.1 | 10 | -7 | 2 | -2 | 1 | 2 | 12
CC(OC(=O)CNS(=O)(=O)c1ccc2ccccc2c1)C(=O)N(C)c1ccccc1 (centres undefined) | 1.7 | -8 | -9 | -2 | -1 | -8 | 18 | -9
CC(=O)c1ccc(NC(=O)CSc2nnc(-c3ccoc3C)n2Cc2ccccc2)cc1 | 1.0 | 29 | -3 | -1 | 7 | 11 | -11 | -8
CCCCOC(=O)c1ccc(NC(=O)/C=C/c2cccs2)cc1 | 5.2 | -70 | -12 | 19* | -14 | 9 | 10 | 11
CN1C=CC(=O)[C@@H](OC(=O)Nc2ccc(Br)cc2)[C@H]1c1ccccc1Br | 1.7 | -39 | / | -2 | 2 | -14 | 28 | /
CC(=O)c1ccc(NC(=O)N[C@@H](Cc2ccccc2)C(=O)O)cc1 | 0.6 | 0 | -1 | 1 | 15 | 0 | -18 | 5
COc1cc2c(cc1OC)CN(C(=O)CCCOc1ccc(Cl)cc1Cl)CC2 | -0.4 | 0 | 1 | 1 | -8 | -6 | -1 | -12
CC1(C)CC(=O)C2=C(C1)N(CCN1CCOCC1)C1=C(C(=O)CC(C)(C)C1)C2c1cccc(Cl)c1 | -1.3 | i | 1 | 3 | -6 | 5 | -3 | 4
Cc1ccc(F)cc1NC(=O)CN1CCN(Cc2ccccc2)CC1 | 0.4 | 20 | 5 | 0 | 2 | -2 | -11 | -28
CCOC(=O)C/C(C)=N\Nc1ccc([N+](=O)[O-])cc1[N+](=O)[O-] | 0.2 | 23 | 0 | 3 | 1 | 11 | -11 | 6
C#CCOCCOCCOCCNc1nc(N2CCN(C(=O)[C@H]([C@@H](C)CC)n3cc([C@@H](N)Cc4ccc(O)cc4)nn3)CC2)nc(N2CCN(C(=O)[C@H](Cc3cc4ccccc4[nH]3)n3cc([C@@H](N)CC(C)C)nn3)CC2)n1 | -7.0 | -34 | -14 | -1 | 14 | -5 | 45 | -21
CCC(=O)c1ccc(OCC(O)CN2CCN(S(=O)(=O)N3CCCCC3)CC2)cc1 (centres undefined) | 4.9 | 19 | 5 | -2 | 2 | -2 | -16 | -6
COc1ccc(CCNC2CC(=O)N(C3CCCCC3)C2=O)cc1OC (centres undefined) | 0.4 | 16 | 4 | -4 | -4 | 1 | -12 | 27
COc1cc(C2C(C(=O)N3CCOCC3)=C(C)NC3=C2C(=O)CCC3)ccc1OC(C)=O (centres undefined) | -0.2 | -299 | 2 | 0 | 15 | 9 | -5 | 1
COc1ccc(C(CNC(=O)CCOc2ccccc2)N(C)C)cc1 (centres undefined) | -1.6 | 6 | -2 | -1 | -9 | 1 | -3 | -7
Cc1[nH]c(=S)[nH]c(=O)c1Cc1c(O)ccc2ccccc12 | 1.0 | -82 | / | -8 | 19 | 0 | 16 | /
Cc1noc(C)c1C(=O)OCC(=O)Nc1ccc(S(N)(=O)=O)cc1 | -0.7 | 10 | -9 | 0 | 1 | 19 | -1 | -12
COc1ccc(C(=O)c2sc(Nc3ccccc3)nc2N)cc1OC | 0.9 | -1 | -1 | -5 | -5 | -4 | -2 | -14
CC1CCCC(NC(=O)CN2CCN(S(=O)(=O)c3ccc(Br)s3)CC2)C1C (centres undefined) | 0.0 | -2 | 7 | 1 | 6 | -9 | 1 | -12
CC(=O)Nc1ccc(S(=O)(=O)NNC(=O)COc2cccc(C)c2)cc1 | -2.4 | 23 | -12 | 4 | -2 | 0 | 44 | -16
CCOCCCNC(=O)CCCOc1ccccc1 | 0.7 | 20 | -1 | 1 | 3 | -13 | 11 | -1
O=C(O)[C@H](Cc1ccccc1)N1C(=O)c2c(Cl)c(Cl)c(Cl)c(Cl)c2C1=O | 0.1 | 19 | -6 | 0 | 6 | 18 | -34 | 0
CC(C)Cn1nnc2c(=O)oc3ccccc3c21 | -0.2 | 11 | -4 | 1 | 0 | -4 | -5 | -20
COc1ccccc1CN(C)C(=O)c1cccc(S(=O)(=O)N2CCN(Cc3ccccc3)CC2)c1 | 0.1 | 13 | 2 | 1 | 1 | -5 | -7 | -9
Cc1ccc2occ(/C=N/NC(=O)c3ccccc3C)c(=O)c2c1 | 0.9 | -24 | 5 | -1 | 6 | 14 | -13 | -3
O=C(CCCC(=O)N(CC(=O)NC1CCCC1)c1cccc(F)c1)Nc1ccccn1 | -1.2 | 25 | -2 | 1 | 4 | -6 | -3 | -15
CCOc1ccc(NC(=O)CN(C)C(=O)c2cc([N+](=O)[O-])ccc2Sc2ccccc2)cc1OCC | -0.1 | 29 | / | -4 | 2 | -2 | 23 | /

A different layout for part of the listing above.
Second line of a record: MPTP inh | SENP8 inh | SENP7 block | NR3A LBD binder | HKDC1 inhibitor | ATG4B inhibitor | PfG6PD inh | SENP6 inh
CCC(=O)c1ccc(OCC(O)CN2CCN(S(=O)(=O)N3CCCCC3)CC2)cc1 (centres undefined)
→ 4.9 | 19 | 5 | -2 | 2 | -2 | -16 | -6
COc1ccc(CCNC2CC(=O)N(C3CCCCC3)C2=O)cc1OC (centres undefined)
→ 0.4 | 16 | 4 | -4 | -4 | 1 | -12 | 27
COc1cc(C2C(C(=O)N3CCOCC3)=C(C)NC3=C2C(=O)CCC3)ccc1OC(C)=O (centres undefined)
→ -0.2 | -299 | 2 | 0 | 15 | 9 | -5 | 1
COc1ccc(C(CNC(=O)CCOc2ccccc2)N(C)C)cc1 (centres undefined)
→ -1.6 | 6 | -2 | -1 | -9 | 1 | -3 | -7
Cc1[nH]c(=S)[nH]c(=O)c1Cc1c(O)ccc2ccccc12
→ 1.0 | -82 | / | -8 | 19 | 0 | 16 | /
Cc1noc(C)c1C(=O)OCC(=O)Nc1ccc(S(N)(=O)=O)cc1
→ -0.7 | 10 | -9 | 0 | 1 | 19 | -1 | -12
COc1ccc(C(=O)c2sc(Nc3ccccc3)nc2N)cc1OC
→ 0.9 | -1 | -1 | -5 | -5 | -4 | -2 | -14
CC1CCCC(NC(=O)CN2CCN(S(=O)(=O)c3ccc(Br)s3)CC2)C1C (centres undefined)
→ 0.0 | -2 | 7 | 1 | 6 | -9 | 1 | -12
CC(=O)Nc1ccc(S(=O)(=O)NNC(=O)COc2cccc(C)c2)cc1
→ -2.4 | 23 | -12 | 4 | -2 | 0 | 44 | -16
CCOCCCNC(=O)CCCOc1ccccc1
→ 0.7 | 20 | -1 | 1 | 3 | -13 | 11 | -1
O=C(O)[C@H](Cc1ccccc1)N1C(=O)c2c(Cl)c(Cl)c(Cl)c(Cl)c2C1=O
→ 0.1 | 19 | -6 | 0 | 6 | 18 | -34 | 0
CC(C)Cn1nnc2c(=O)oc3ccccc3c21
→ -0.2 | 11 | -4 | 1 | 0 | -4 | -5 | -20
COc1ccccc1CN(C)C(=O)c1cccc(S(=O)(=O)N2CCN(Cc3ccccc3)CC2)c1
→ 0.1 | 13 | 2 | 1 | 1 | -5 | -7 | -9
